# GPR55 LPI antagonism – inhibition of LPI-stimulated GPR55 beta-arrestin translocation – imaging, U2OS, beta-arrestin-GFP, LPI agonist, primary screen (AID 2013) | U2OS GPR55 beta-arrestin-GFP translocation imaging, LPI antagonism; higher % means a stronger effect | 0.13% of 290,000 active | one-dose inhibition, % at 10 µM; IC50 in µM for titrated hits;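 active = spots per cell inhibited over 60%, with over 100 cells counted and total cytoplasm intensity under 500,000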;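 note: U2OS cells stably carrying GPR55 and arrestin-GFP stimulated by 5 µM LPI near EC80; imaged beta-arrestin-GFP aggregate spots per cell after agonist stimulation; plate controls were LPI-stimulated DMSO wells for no effect and DMSO wells without LPI for full effect; some results filed as inactive read as strong as hits; confirmed hits need IC50 under 10 µM and bright autofluorescent wells are also inconclusive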
# NS5 inhibitors – flavivirus cap methylation enzyme inhibition – biochemical, confirmation dose response, primary screen (AID 588689) | 0.3% of 340,000 active | Dengue-2 NS5 methyltransferase capping enzyme assay, biochemical; higher % means a stronger effect | inhibition, % at 25 µM; hits with a dose series show IC50 in µM; in the data active = a potency from the dose series
# GPR35 arrestin U2OS – GPR35 antagonists blocking zaprinast-driven arrestin recruitment, primary screen, imaging, U2OS, beta-arrestin-GFP, zaprinast agonist (AID 2058); 0.052% of 290,000 active; inhibition, % at 10 µM; hits with a dose series show IC50 in µM; U2OS GPR35 beta-arrestin-GFP translocation imaging, zaprinast antagonism; higher % means a stronger effect;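 active = inhibition of at least 50% with at least 30 cells and total cytoplasm GFP at most 10,000,000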
# Yfh1-depleted yeast – mitochondrial function rescue without frataxin homolog – Friedreich's ataxia, plus single-dose screen, dose response (AID 1465); S. cerevisiae Yfh1-off respiration, WST-1 reduction, 72 h; higher fold induction means a stronger effect; fold induction at 50 µM; hits with a dose series show EC50 in µM; 0.074% of 220,000 active;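 active = fold induction of absorbance versus untreated yeast above a set limit, then at least 30% activation at any dose in follow-up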;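 note: activators that raise dye reduction in frataxin-depleted yeast; strong numbers were not always called active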
# Rac1 GTP hydrolysis – MgcRacGAP GTPase-activating activity inhibitors, confirmation, biochemical, ADP Hunter fluorescence; AID 624330; inhibition, % at 30 µM, or IC50 in µM where a hit was titrated; 0.6% of 340,000 active; MgcRacGAP-stimulated Rac1 GTP hydrolysis, ADP Hunter fluorescence; higher % means a stronger effect; GST-tagged Rac1 F28L mutant substrate;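 active = first-screen hits whose inhibition reached a set limit at any dose in the follow-up dose series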;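 note: fluorescence reports GDP produced by GAP-driven GTP hydrolysis; strong numbers were not always called active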
# GPR55 beta-arrestin – selective activators of receptor GPR55 – imaging, U2OS cells, beta-arrestin-GFP redistribution, primary screen (AID 1961); 0.048% of 290,000 active; U2OS GPR55 beta-arrestin-GFP redistribution imaging; higher % means a stronger effect; one-dose activation, % at 10 µM; EC50 in µM for titrated hits;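 active = activation above 40% with more than 50 cells counted in the well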;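 note: U2OS osteosarcoma cells stably expressing GPR55 and beta-arrestin-GFP; plate controls were DMSO negative control for no effect and LPI positive control for full effect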
# NTR1 agonist – NTR1-driven beta-arrestin-GFP spot formation – imaging, U2OS cells, high content, primary screen (AID 493036) | P30989 | agonist mode | activation, % at 20 µM | 0.17% of 330,000 active;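 active = activation at or above 40% of the spot to cytoplasm intensity ratio, with at least 20 cells analyzed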;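 note: 0% = DMSO without peptide and 100% = 100 nM NTR1 peptide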
# Target sequence (P30989 whole entry, looked up): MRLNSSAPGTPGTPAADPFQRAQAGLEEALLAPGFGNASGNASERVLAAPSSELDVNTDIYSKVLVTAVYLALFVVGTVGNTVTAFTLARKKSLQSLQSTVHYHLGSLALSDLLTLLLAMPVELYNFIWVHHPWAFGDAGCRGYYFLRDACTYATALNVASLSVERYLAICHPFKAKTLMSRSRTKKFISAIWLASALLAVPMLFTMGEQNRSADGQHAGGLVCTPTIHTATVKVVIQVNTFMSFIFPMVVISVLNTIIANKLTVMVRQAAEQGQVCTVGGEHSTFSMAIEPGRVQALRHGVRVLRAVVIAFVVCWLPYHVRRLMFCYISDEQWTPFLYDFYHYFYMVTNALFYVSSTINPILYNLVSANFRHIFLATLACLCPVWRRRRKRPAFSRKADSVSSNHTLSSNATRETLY
# SV40 large T antigen – SV40 large T antigen inhibitors, biochemical (AID 1903); SV40 large T antigen ATPase/helicase inhibition assay; higher % means a stronger effect; inhibition, % at 20 µM, or IC50 in µM where a hit was titrated; 0.39% of 310,000 active; in the data active = a potency from the dose series; note: strong numbers were not always called active
# AID2073 – disruptors of CaV2.2 binding to Mint1 – biochemical, HTRF (AID 2073); HTRF protein-protein interaction, Mint1-CaV2.2; higher % means a stronger effect; inhibition, % at 20 µM, or IC50 in µM where a hit was titrated; 0.19% of 290,000 active; in the data active = inhibition mostly above about 51%, no sharp cut-off; note: some results filed as inactive read as strong as hits
# NTR1 agonist cell count 20 µM – further read-out of NTR1 agonist, marked with its call; cell count; measured here: cell count, cytotoxicity flag
# Numbers without * were called inactive; i = inactive; · = no result given.
SMILES,GPR55 LPI antagonism,NS5 inhibitors,GPR35 arrestin U2OS,Yfh1-depleted yeast,Rac1 GTP hydrolysis,GPR55 beta-arrestin,NTR1 agonist,NTR1 agonist cell count 20 µM,SV40 large T antigen,AID2073
CCOC(=O)Cc1c(Sc2ccccc2)c2ccccc2n1C,2%,-2%,11%,i,5%,-0.1%,1.2,66,6%,0%
COc1ccc(COC(=O)CN2C(=O)NC3(CCCC3)C2=O)cc1F,·,-2%,·,·,10%,·,-0.1,82,13%,·
Cc1[nH]nc2c1C(C(C)C)C(C#N)=C(N)O2 (stereo not drawn),0%,5%,8%,i,2%,-0.3%,0.6,42,7%,-6%
CC(=O)c1ccc(NC(=O)CS(=O)(=O)c2cn(CC(=O)N3CCOCC3)c3ccccc23)cc1,3%,5%,6%,·,8%,-0.1%,1.0,62,-6%,7%
COc1ccc(C(=O)Nc2nnc(S(=O)(=O)N3CCOCC3)s2)cc1,21%,-10%,14%,·,5%,0.0%,0.1,60,10%,5%
CCOCCCNC(=O)C1CCC(CNS(=O)(=O)c2ccc(Cl)cc2)CC1 (stereo not drawn),6%,1%,-5%,i,1%,0.5%,-0.7,56,-2%,1%
CCN(CC)c1ccc(/C=N/N2C(=O)c3ccccc3C2=O)c(O)c1,1%,3%,-8%,i,14%,-0.1%,2.7,49,-11%,5%
O=C(NCC(c1cccs1)N1CCOCC1)c1cccnc1 (stereo not drawn),3%,-1%,-2%,·,10%,0.0%,0.7,58,15%,14%
O=C(Nc1ccc(Cl)cc1)c1ccsn1,-2%,-6%,15%,i,8%,0.3%,-0.1,66,5%,7%
COc1ccc(-c2nc3ccc(C)cn3c2NCc2ccccc2)cc1SC1CCCCC1,·,-7%,·,·,1%,·,28,70,5%,·
CCn1c(=O)c2sccc2n(CC(=O)NC2CCCCC2)c1=O,9%,-1%,0%,·,8%,-0.2%,-1.0,61,6%,4%
Cc1c(NC(=O)c2nn3c(C(F)(F)F)cc(-c4ccccc4)nc3c2Cl)c(=O)n(-c2ccccc2)n1C,2%,-2%,0%,i,11%,0.2%,4.0,63,-59%,10%
O=C(c1cc(-c2ccccc2O)on1)N1CCCCCC1,4%,2%,-8%,·,4%,0.7%,-1.4,42,7%,14%
C=C(C)Cn1c(N)cc(=O)nc1SCC(=O)Nc1cccc(C(F)(F)F)c1,8%,1%,5%,·,13%,0.2%,0.1,53,5%,25%
Cc1ccc(N2C(=O)[C@@H]3C(c4ccc(F)cc4)=NO[C@@H]3C2=O)cc1,2%,4%,-6%,i,9%,-0.2%,-0.5,50,3%,0%
Cc1ccc2[nH]cc(S(=O)(=O)c3ccc(C)c(C)c3)c(=O)c2c1,13%,-8%,2%,·,6%,0.0%,-0.5,108,-1%,5%
CC(C)CCN1C(=O)CC(NNC(=O)c2ccc(S(=O)(=O)N3CCCC3)cc2)C1=O (stereo not drawn),13%,18%,-11%,i,9%,-0.1%,0.7,60,9%,8%
Cc1cc(C)c(NC(=O)CS(=O)CC(=O)Nc2cccnc2)c(C)c1 (stereo not drawn),5%,-1%,3%,i,1%,0.9%,-0.9,84,2%,-1%
CCCN1C(=O)c2cc(C(=O)Nc3ccccc3C)ccc2C1Nc1ccccc1C (stereo not drawn),5%,-13%,-1%,i,15%,-0.2%,1.6,62,12%,2%
Cc1ccccc1N=C(NOCc1ccccc1)c1nonc1N,4%,-7%,21%,·,5%,-0.1%,-2.9,75,1%,-2%

# 12 structures already listed, sorted by number of heavy atoms, falling.
SMILES,GPR55 LPI antagonism,NS5 inhibitors,GPR35 arrestin U2OS,Yfh1-depleted yeast,Rac1 GTP hydrolysis,GPR55 beta-arrestin,NTR1 agonist,NTR1 agonist cell count 20 µM,SV40 large T antigen,AID2073
Cc1c(NC(=O)c2nn3c(C(F)(F)F)cc(-c4ccccc4)nc3c2Cl)c(=O)n(-c2ccccc2)n1C,2%,-2%,0%,i,11%,0.2%,4.0,63,-59%,10%
CC(=O)c1ccc(NC(=O)CS(=O)(=O)c2cn(CC(=O)N3CCOCC3)c3ccccc23)cc1,3%,5%,6%,·,8%,-0.1%,1.0,62,-6%,7%
COc1ccc(-c2nc3ccc(C)cn3c2NCc2ccccc2)cc1SC1CCCCC1,·,-7%,·,·,1%,·,28,70,5%,·
CCCN1C(=O)c2cc(C(=O)Nc3ccccc3C)ccc2C1Nc1ccccc1C (stereo not drawn),5%,-13%,-1%,i,15%,-0.2%,1.6,62,12%,2%
CC(C)CCN1C(=O)CC(NNC(=O)c2ccc(S(=O)(=O)N3CCCC3)cc2)C1=O (stereo not drawn),13%,18%,-11%,i,9%,-0.1%,0.7,60,9%,8%
C=C(C)Cn1c(N)cc(=O)nc1SCC(=O)Nc1cccc(C(F)(F)F)c1,8%,1%,5%,·,13%,0.2%,0.1,53,5%,25%
Cc1cc(C)c(NC(=O)CS(=O)CC(=O)Nc2cccnc2)c(C)c1 (stereo not drawn),5%,-1%,3%,i,1%,0.9%,-0.9,84,2%,-1%
Cc1ccccc1N=C(NOCc1ccccc1)c1nonc1N,4%,-7%,21%,·,5%,-0.1%,-2.9,75,1%,-2%
CCn1c(=O)c2sccc2n(CC(=O)NC2CCCCC2)c1=O,9%,-1%,0%,·,8%,-0.2%,-1.0,61,6%,4%
O=C(NCC(c1cccs1)N1CCOCC1)c1cccnc1 (stereo not drawn),3%,-1%,-2%,·,10%,0.0%,0.7,58,15%,14%
O=C(c1cc(-c2ccccc2O)on1)N1CCCCCC1,4%,2%,-8%,·,4%,0.7%,-1.4,42,7%,14%
Cc1[nH]nc2c1C(C(C)C)C(C#N)=C(N)O2 (stereo not drawn),0%,5%,8%,i,2%,-0.3%,0.6,42,7%,-6%

# Next section
SMILES,GPR55 LPI antagonism,NS5 inhibitors,GPR35 arrestin U2OS,Yfh1-depleted yeast,Rac1 GTP hydrolysis,GPR55 beta-arrestin,NTR1 agonist,NTR1 agonist cell count 20 µM,SV40 large T antigen,AID2073
NC1=NC2(CCCC2)N=C(Nc2ccccc2)N1,7%,5%,14%,i,13%,-0.1%,0.8,60,2%,-1%
COc1ccc(Cl)cc1C(=O)CSc1nnnn1C1CCCC1,13%,-2%,2%,i,4%,-0.2%,8.8,46,0%,-4%
CCc1ccc(NC(=S)N(CCN(C)C)C(C)c2ccncc2)cc1 (stereo not drawn),12%,-2%,-21%,i,7%,-0.3%,0.3,58,2%,9%
O=C(O)CSc1nc2sc3c(c2c(=O)n1-c1ccccc1)CCC3,-3%,-8%,-4%,·,4%,-0.3%,1.6,44,15%,2%
Cc1cc2c(cc1C)NC1=C(N2)OC(c2cccc(O)c2)C1=O (stereo not drawn),4%,-5%,11%,i,5%,0.6%,-0.3,50,13%,4%
CC#CCN(CC#CC)S(=O)(=O)c1ccc(S(=O)(=O)N2CCOCC2)cc1,0%,3%,-6%,i,5%,-0.3%,1.7,44,7%,9%
CCSCCOC(=O)C1=C(C)NC(=O)NC1c1ccc2c(c1)OCO2 (stereo not drawn),-1%,-4%,-4%,i,5%,-0.2%,-2.6,71,4%,-2%
Cc1noc(NS(=O)(=O)c2ccc(NC(=O)c3oc4ccc(Cl)cc4c3C)cc2)c1C,-3%,6%,0%,·,9%,0.0%,3.3,66,17%,10%
O=C(O)c1cn(Cc2ccccc2Cl)c2ccc(S(=O)(=O)N3CCOCC3)cc2c1=O,2%,-1%,-2%,i,-8%,0.0%,0.8,48,4%,9%
Cc1cc(C)c2nc(NC3=NCN(CCN4CCOCC4)CN3)nc(C)c2c1,11%,·,22%,·,·,-0.3%,·,·,·,0%
C=CCSc1nc2ccccc2c(=O)n1C1CCOC(C)(C)C1 (stereo not drawn),14%,-2%,-4%,i,3%,-0.1%,10,58,8%,1%
Cc1ccccc1Cn1cc(C)c(=O)[nH]c1=O,5%,-13%,-6%,i,-4%,-0.1%,0.6,57,9%,5%
Cc1cccc(C)c1NS(=O)(=O)c1ccc2c(c1)C(=O)c1ccccc1C2=O,14%,-7%,6%,i,0%,-0.4%,7.4,38,5%,17%
CC(CCc1ccccc1)NC(=O)C1CCN(C(=O)c2sccc2-n2cccc2)CC1 (stereo not drawn),-1%,-3%,1%,i,-8%,-0.1%,3.0,70,4%,0%
CC(C)(C)OC(=O)N[C@@H](Cc1ccccc1)C(=O)N1CCC(C(=O)N[C@@H](CCC(N)=O)C(=O)O)CC1,9%,1%,2%,·,·,0.9%,-0.4,40,-17%,2%
Cc1ccc(NC(=O)COc2coc(CN3c4ccccc4CC3C)cc2=O)c(C)c1 (stereo not drawn),·,-10%,·,·,4%,·,5.8,86,8%,·
CC1=C(C)CC(C(=O)NCc2cccc(Cl)c2)C(C(=O)O)C1 (stereo not drawn),-16%,-5%,-2%,·,-4%,-0.2%,1.0,56,-1%,8%
CCOC(=O)c1nn(-c2ccc(F)cc2)c2c1CC/C2=C/c1ccccc1,-9%,-5%,10%,i,9%,0.2%,4.1,95,-1%,26%
COc1cccc(OC)c1Oc1ccc(C(F)(F)F)cn1,13%,-3%,0%,i,12%,-0.4%,-0.6,43,18%,-1%
CCn1cnc2c1c(=O)n(CC(=O)OC)c(=O)n2Cc1ccccc1,5%,-2%,-5%,·,4%,0.0%,-3.5,81,5%,-1%
CC(CNC(=O)CCCn1ncn2c(cc3occc32)c1=O)c1ccccc1 (stereo not drawn),-8%,-11%,-4%,·,9%,-0.1%,1.7,70,-19%,4%
CCc1ccc2[nH]c(O)c(N=NC3=NC(=O)CS3)c2c1,-4%,0%,2%,i,-9%,0.5%,1.9,66,10%,-6%
Cc1ccc(N2CC(C(=O)Nc3ccc(S(=O)(=O)N4CCOCC4)cc3)CC2=O)cc1Cl (stereo not drawn),·,3%,·,·,-1%,·,1.2,57,18%,·
Cc1cccc(-n2ncc3c(N)ncnc32)c1,-1%,9%,-6%,i,7%,-0.2%,0.4,56,4%,24%
O=C(NNc1c(F)c(F)cc(F)c1F)c1ccc(Cl)nc1,3%,-3%,22%,·,6%,-0.1%,-0.7,55,8%,2%
O=C(CS(=O)(=O)c1cn(CC(=O)N2CCOCC2)c2ccccc12)Nc1ccccc1F,-9%,-2%,19%,·,-3%,0.0%,-0.9,58,2%,23%
O=C(NC(=O)N1CCCCC1)c1ccccc1,-3%,-4%,-8%,i,3%,0.2%,-1.3,34,-1%,-4%
COCCn1c(COc2ccc(C)cc2)nc2ccccc21,3%,-6%,1%,i,14%,0.0%,-0.7,42,-6%,-6%
O=C(NCCc1nnc2ccc(SCC(=O)N3CCOCC3)nn12)c1ccccc1,11%,2%,-14%,·,5%,-0.1%,0.6,69,11%,10%
CN(CC(=O)Nc1ccccc1C(F)(F)F)C(=O)Cn1c(=O)oc2ccccc21,·,2%,·,·,4%,·,0.5,50,6%,·
CN(CCO)S(=O)(=O)c1ccc2c(c1)C(=NO)c1cc(S(=O)(=O)N(C)CCO)ccc1-2,10%,-6%,21%,i,5%,-0.1%,-0.2,47,3%,12%

# High-throughput results (PubChem)
